Source: PubChem BioAssay
TbMetRS inhib: blocks T. brucei methionyl-tRNA synthetase activity | purified T. brucei MetRS, ATP depletion, Kinase-Glo luminescence | inhibition, % at 11.9 µM | 0.4% of 360,000 active;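 active = inhibition above a per-plate cutoff of the control wells' mean inhibition plus 3 SD, cut at about 5.5% in these data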;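 also: 0% = DMSO wells median and 100% = median of wells with control inhibitor compound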
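System: purified T. brucei MetRS enzyme / Detection: Kinase-Glo luciferase luminescence reporting remaining unconsumed ATP / Medium: HEPES buffer with MgCl2, KCl, DTT, spermine, BSA, pyrophosphatase / Replication: singlicate, one well per compound / Evaluation: percent inhibition relative to median high and low control wells / Schedule: 2 h aminoacylation at 25 °C after 15 min preincubation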
DNMT1 block: inhibitors of human DNMT1 | P26358 | DNMT1 molecular beacon, Hinp1I cleavage, fluorescence | inhibition (reported as % activation of signal), % at 10 µM | 0.83% of 360,000 active | AID 588458; in the data active = inhibition above about 50%
LMPTP block: blocks human LMPTP phosphatase. inhibition, % at 20 µM. 0.22% of 360,000 active. P24666. recombinant LMPTP-A, OMFP fluorogenic substrate, fluorescence intensity;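 active = compounds that cut the enzyme signal by at least half of the control window in the single-dose screen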;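 also: plate controls were DMSO wells with enzyme plus substrate for no effect and substrate without enzyme for full effect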
Target sequence (P24666 whole entry, looked up): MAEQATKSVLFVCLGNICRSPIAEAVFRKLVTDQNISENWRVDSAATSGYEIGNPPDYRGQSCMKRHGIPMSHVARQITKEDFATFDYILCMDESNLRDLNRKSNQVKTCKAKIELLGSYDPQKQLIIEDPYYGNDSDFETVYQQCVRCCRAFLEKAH
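Buffer or medium: Bis-Tris pH 6.0, DTT, detergent; Assay system: LMPTP-A enzyme; Quantity: 0.625 nM enzyme; Detection: endpoint fluorescence intensity; Times: 50 min dark incubation at room temperature; Controls: substrate-only low control, DMSO enzyme-plus-substrate high control; Doses: single 20 µM dose; Read-out: percent inhibition versus substrate-only and uninhibited controls; Reagent: 400 µM OMFP.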
CSN inh: blocks human CSN-mediated cullin deneddylation. Q92905. Purified CSN, SCF-Nedd8-OG deneddylation, fluorescence polarization. inhibition, % at 12.5 µM. 0.38% of 360,000 active;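 active = pattern-corrected inhibition above about 35%, with an unprinted fluorescence ratio check between 0.5 and 1.5, limit read from the data, passing the limit was not always enough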;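 also: 0% = enzyme with substrate and 100% = substrate without enzyme; some results filed as inactive read as strong as hits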
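Material: human Csn5 produced in HEK293T cells; Input: enzyme 0.24 nM; Reagent: SCFSkp2-Nedd8OG substrate at 10 nM final; Dosing: 12.5 µM compound; Incubation: 90 min reaction at room temperature; Detection: fluorescence polarization of the substrate; Evaluation: % inhibition of substrate cleavage by Csn5; Control set: substrate-only high control, full reaction low control.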
SUMO1-SIM PPI: modulators of human SUMO1-mediated protein-protein interactions. SUMO1 binding to a labelled peptide, TR-FRET, 1 h. 0.33% of 360,000 active. AID 602429. inhibition, % at 20 µM. P63165; in the data active = inhibition above about 37%
Target sequence (P63165 whole entry, looked up): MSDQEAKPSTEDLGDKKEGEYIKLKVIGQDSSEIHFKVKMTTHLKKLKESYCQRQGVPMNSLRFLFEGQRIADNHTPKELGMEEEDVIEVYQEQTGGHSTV
Scp1 inh: inhibitors of human Scp-1 phosphatase; Q9GZU7; 0.88% of 340,000 active; inhibition, % at 20 µM; Recombinant Scp1, phosphopeptide, malachite green phosphate absorbance; AID 493091;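 active = inhibition above about 50% at 20 µM, limit read from the data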;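 also: plate controls were DMSO wells with enzyme for no effect and wells lacking enzyme for full effect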
Target sequence (Q9GZU7 76-261 limits assumed): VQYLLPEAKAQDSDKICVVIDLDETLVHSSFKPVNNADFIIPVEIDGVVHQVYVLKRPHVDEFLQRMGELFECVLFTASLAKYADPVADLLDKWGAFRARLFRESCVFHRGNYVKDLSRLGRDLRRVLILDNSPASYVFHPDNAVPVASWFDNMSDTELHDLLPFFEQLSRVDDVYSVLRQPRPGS
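System: truncated SCP-1 phosphatase (76-261aa); medium: Tris acetate buffer pH 5.5 with MgCl2 and Tween-20; incubation: 45 min room-temperature reaction, 5 min colour, 30 min stabiliser; compound: single 20 µM dose, 1% DMSO; reagent: Phosphorylated 17-residue peptide substrate; read-out: % inhibition at 20 µM; technique: colorimetric free-phosphate detection, absorbance 630 nm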
Rpn11 block: blocks the human proteasome subunit Rpn11; 0.59% of 360,000 active; calls only at 20 µM; O00487; human 26S proteasome, Ub4-pepOG fluorescence polarization; 20S core pre-blocked with epoxomicin;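 active = inhibition at 20 µM, scaled to each plate's controls, above about 33%, limit read from the data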
NadD inh: blocks S. aureus nicotinate mononucleotide adenylyltransferase; 0.78% of 360,000 active; purified NadD enzyme, colorimetric absorbance read-out; inhibition, % at 20 µM; in the data active = inhibition above about 26%; also: some compounds past the cut are filed as inactive
STEP inh: STEP (human) phosphatase inhibition | inhibition, % at 20 µM | 0.25% of 360,000 active | recombinant STEP, OMFP fluorogenic substrate, fluorescence;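 active = inhibition at 20 µM, scaled per plate between control wells, above about 37%, limit read from the data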;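 also: 0% = DMSO with enzyme and substrate and 100% = substrate only without enzyme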
Target sequence (P54829 whole entry, looked up): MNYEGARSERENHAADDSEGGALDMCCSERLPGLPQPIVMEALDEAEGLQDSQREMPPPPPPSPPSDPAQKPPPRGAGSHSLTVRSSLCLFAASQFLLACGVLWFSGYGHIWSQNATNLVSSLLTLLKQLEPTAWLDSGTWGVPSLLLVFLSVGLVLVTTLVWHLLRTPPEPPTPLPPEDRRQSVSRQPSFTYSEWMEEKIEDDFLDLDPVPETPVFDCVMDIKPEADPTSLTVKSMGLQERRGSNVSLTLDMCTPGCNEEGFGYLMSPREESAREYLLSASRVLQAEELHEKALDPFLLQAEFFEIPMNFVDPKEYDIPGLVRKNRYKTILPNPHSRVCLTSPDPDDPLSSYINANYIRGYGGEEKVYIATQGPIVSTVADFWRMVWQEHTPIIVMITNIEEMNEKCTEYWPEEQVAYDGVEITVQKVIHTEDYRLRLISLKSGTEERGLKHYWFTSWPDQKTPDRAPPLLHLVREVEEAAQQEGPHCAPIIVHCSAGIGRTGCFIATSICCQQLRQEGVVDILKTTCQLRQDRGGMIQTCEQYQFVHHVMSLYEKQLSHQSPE
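Measure: Control-normalized % inhibition with plate pattern correction | Test system: STEP phosphatase, cell-free reaction | Medium: pH 6.0 Bis-Tris with DTT and Tween 20 | Technique: Fluorescence, 480/540 nm | Times: Reaction 20 min, ambient temperature | Doses: Single compound dose of 20 µM, 1% DMSO final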
MsrA inh: inhibits bovine methionine sulfoxide reductase A; purified bovine MsrA, absorbance read-out; inhibition, % at 15.5 µM; 0.75% of 360,000 active; in the data active = inhibition above about 4.5%;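 also: 0% = vehicle wells with enzyme and 100% = reference inhibitor wells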
* hit, by the source's call; i = inactive; . = not tested or not shown.

SMILES | TbMetRS inhib | DNMT1 block | LMPTP block | CSN inh | SUMO1-SIM PPI | Scp1 inh | Rpn11 block | NadD inh | STEP inh | MsrA inh
COc1ccc(-n2nnc3c(=O)n(CC(=O)OCc4ccccc4)cnc32)cc1 | 0.0 | 4 | 0.0 | -1 | 4 | -16 | i | -5 | -4 | 0.3
Cc1cc(Cl)ccc1Oc1cccc(C(=O)/C(C#N)=C/N(C)C)c1 | 1.8 | -6 | 0.2 | 2 | 4 | -2 | i | -5 | 1 | 0.1
Cc1ccccc1S(=O)(=O)NCC1CCCO1 (centres undefined) | . | -1 | -1.0 | 0 | 2 | 0 | i | -5 | -2 | -0.9
NS(=O)(=O)c1ccc(N2CCN(CCOc3ccc(Cl)cc3)CC2)nc1 | 0.4 | 0 | 0.6 | 1 | 4 | -2 | i | -8 | -3 | 2.5
COC(=O)CN1C(=S)N(c2ccc(Cl)cc2)C(=O)C1CC(=O)Nc1ccc(Cl)cc1 (centres undefined) | 24* | -6 | 2.2 | 7 | 0 | -14 | i | -3 | -5 | -0.4
COc1ccc(-n2nnnc2CNC(=O)c2ccc(S(=O)(=O)N3CCOCC3)cc2)cc1 | -0.2 | -11 | -0.2 | -5 | -1 | 12 | i | -3 | -1 | -0.7
CC(C)(C)C(=O)Nc1ccc2c(c1)OCCOCCOc1cc(NC(=O)C(C)(C)C)ccc1OCCOCCO2 | 1.4 | 2 | -0.4 | -8 | 2 | -1 | i | 4 | 1 | 0.6
COc1ccc(C2=CSC3=NCCN23)cc1Cl | -0.4 | -9 | 2.3 | 2 | 0 | -10 | i | 0 | -1 | 0.3
CN1N=C(C(C)(C)C)CSC1=Nc1ccccc1 | 0.6 | 0 | 1.1 | 0 | -2 | -7 | i | -1 | 7 | 0.6
O=C(N/N=C/c1cccs1)c1cccc(S(=O)(=O)Nc2ccc(Cl)cc2)c1 | 0.8 | 17 | -0.7 | 3 | 1 | -11 | i | 1 | -2 | 0.3
COc1cc(/C=N/Nc2nc(Nc3ccccc3)nc(N3CCOCC3)n2)ccc1OC(=O)c1ccco1 | -0.5 | -9 | 2.0 | 8 | 2 | -3 | i | 13 | -2 | 2.9
Cc1c(OCC(=O)N2CCC(C(=O)O)CC2)ccc2c3c(c(=O)oc12)CCC3 | 1.3 | 3 | 1.2 | 3 | 2 | 15 | i | -1 | -1 | -0.1
COc1ccc(CC(=O)Nc2ccc(F)c(F)c2F)cc1S(=O)(=O)N1CCOCC1 | -0.4 | -2 | 0.0 | -5 | -4 | -10 | i | 10 | -2 | 1.7
OCCNC(=S)Nc1cccc(Cl)c1Cl | 1.7 | 8 | 0.2 | -2 | 7 | -7 | i | 3 | -3 | 0.4
COc1cc(/C=C2\SC(=S)N(CCC(=O)N3CCCCC3)C2=O)cc(OC)c1OC | -0.2 | 0 | 1.3 | -4 | -21 | -7 | i | -6 | 1 | 0.9
Cc1csc(NC(=O)Nc2ccc(Cl)cc2)n1 | 0.5 | -2 | -0.8 | -1 | 4 | -8 | i | 4 | 2 | -0.9
N#Cc1ccc(C(=O)NC2CCCCCCC2)cc1 | 0.1 | 0 | 0.0 | 2 | 8 | -3 | i | -3 | -1 | 1.3
O=C1CCC(=O)N1CNc1cccnc1 | 0.3 | 1 | -0.8 | 4 | 3 | 0 | i | 0 | -3 | 1.0
COc1cccc(OC)c1C(=O)Nn1c(-c2cccc(C)c2)nc2ccccc2c1=O | -0.2 | -1 | -0.6 | -9 | 1 | -1 | i | -1 | 2 | 0.7
CC(N=C1CC(C)(C)CC(=O)/C1=C(/O)CCCN1C(=O)c2ccccc2C1=O)C(=O)O (centres undefined) | -0.4 | 1 | 0.7 | 3 | -3 | -9 | i | -5 | 2 | 0.3

One compound at a time, as listed above:
Cc1ccccc1S(=O)(=O)NCC1CCCO1 (centres undefined) in the list: TbMetRS inhib = .; DNMT1 block = -1; LMPTP block = -1.0; CSN inh = 0; SUMO1-SIM PPI = 2; Scp1 inh = 0; Rpn11 block = i; NadD inh = -5; STEP inh = -2; MsrA inh = -0.9
Cc1c(OCC(=O)N2CCC(C(=O)O)CC2)ccc2c3c(c(=O)oc12)CCC3 in the list: TbMetRS inhib = 1.3; DNMT1 block = 3; LMPTP block = 1.2; CSN inh = 3; SUMO1-SIM PPI = 2; Scp1 inh = 15; Rpn11 block = i; NadD inh = -1; STEP inh = -1; MsrA inh = -0.1

As entered above.
In NadD inh, Cc1csc(NC(=O)Nc2ccc(Cl)cc2)n1 has the entry 4
In DNMT1 block, Cc1c(OCC(=O)N2CCC(C(=O)O)CC2)ccc2c3c(c(=O)oc12)CCC3 has the entry 3
In MsrA inh, N#Cc1ccc(C(=O)NC2CCCCCCC2)cc1 has the entry 1.3
In STEP inh, COc1cc(/C=C2\SC(=S)N(CCC(=O)N3CCCCC3)C2=O)cc(OC)c1OC has the entry 1
In LMPTP block, COc1cccc(OC)c1C(=O)Nn1c(-c2cccc(C)c2)nc2ccccc2c1=O has the entry -0.6

New compounds follow.
SMILES | TbMetRS inhib | DNMT1 block | LMPTP block | CSN inh | SUMO1-SIM PPI | Scp1 inh | Rpn11 block | NadD inh | STEP inh | MsrA inh
CCc1ccc(NC(=S)N(CCC(C)C)C2CCN(C(C)=O)CC2)cc1 | -0.1 | 1 | 0.8 | -2 | 1 | -9 | i | 2 | 23 | -0.1
Cn1cnnc1Sc1cc(N2CCN(S(=O)(=O)c3ccccc3)CC2)ccc1[N+](=O)[O-] | -0.4 | 1 | 0.8 | 1 | -20 | 1 | i | 12 | 2 | 1.4
Cc1c(C(=O)O)cccc1-n1c(C)cc(/C=N/NC(=O)c2cc3ccccc3o2)c1C | -0.3 | 4 | -2.9 | 3 | 11 | -3 | i | 15 | 1 | 4.6*
CNc1nc(-c2ccccc2)nc(-c2ccc(OC)cc2)c1C#N | 0.4 | 2 | 0.2 | 0 | 5 | -4 | i | 9 | 3 | -0.9
CN1CCN(C(=O)c2ccccc2NC(=O)COc2ccccc2Cl)CC1 | 0.8 | 1 | -0.7 | 4 | 2 | -13 | i | -3 | -2 | -0.2
COc1ccc(-c2c(N)cnc(C(=O)O)c2C)c(OCc2ccccc2)c1OC | -0.1 | 0 | 14 | 1 | -7 | . | i | 15 | 3 | 0.1
CC#CC(=O)N1CCCC(Cc2cccc(OC)c2)(C(=O)OCC)C1 (centres undefined) | -0.5 | -3 | -0.9 | 0 | 9 | -8 | i | 5 | 3 | -0.7
Cn1c(SCC(=O)c2ccc3c(c2)OCO3)nnc1C1COc2ccccc2O1 (centres undefined) | 0.2 | 0 | 0.9 | -3 | -7 | -5 | i | 19 | 2 | 2.0
COc1ccc(Cc2nnc(NC(=O)c3ccccc3F)s2)cc1 | -0.5 | 3 | -0.8 | 4 | 2 | -12 | i | 0 | -3 | -0.7
O=C(OCc1nnc(-c2ccccc2)o1)c1cc([N+](=O)[O-])ccc1Cl | -1.3 | 5 | 0.2 | 4 | -18 | -2 | i | -9 | -2 | -0.5
CC(OC(=O)CCCc1nc2ccccc2s1)C(=O)NC(N)=O (centres undefined) | -0.2 | -1 | -1.4 | 1 | 3 | 8 | i | -7 | -1 | -1.0
COc1ccc(-c2c(C(=O)c3ccccc3)[nH]c(N)c2C(=O)c2ccc(Br)cc2)cc1OC | -0.4 | . | 1.6 | 2 | 3 | . | . | 13 | . | 1.4
COc1cc(OC)cc(C(=O)NCc2ccc3c(c2)OCO3)c1 | -0.4 | 2 | 0.6 | -1 | 0 | -9 | i | -8 | 0 | -1.1
O=C1c2ccccc2C(=O)C1c1ccnc2ccccc12 | -0.6 | 56* | 2.1 | 6 | 21 | -8 | i | 7 | -13 | -0.4
CCc1ccc(N2CC(C(=O)Nc3nccs3)CC2=O)cc1 (centres undefined) | -1.6 | -2 | -1.4 | -1 | 2 | -2 | i | 0 | -4 | 0.2
COc1ccc(-c2c(C)nc3c(-c4ccccn4)cnn3c2N)cc1 | -1.2 | -4 | 2.6 | -3 | 24 | -6 | i | -7 | 0 | 2.1
COc1ccc(-c2ccc3c(N)c(C(=O)c4ccc(OC)c(OC)c4)sc3n2)cc1 | -0.8 | -19 | 2.3 | 5 | -7 | 22 | i | 12 | -2 | 0.4
CNC(=S)NNC(=O)c1oc2nc(-c3ccccc3)cc(-c3ccco3)c2c1N | 0.5 | -7 | 1.3 | 10 | -3 | -8 | i | 12 | 3 | 0.8
CCCCCCN1CCN(C2CN(Cc3ccc(F)cc3)S(=O)(=O)C2)CC1 (centres undefined) | -1.4 | 18 | 0.2 | 0 | 0 | . | i | -9 | 0 | 0.1
O=C(CCSc1nc(-c2ccc3c(c2)OCO3)cc(C(F)(F)F)n1)NCc1ccco1 | -0.4 | 0 | 2.6 | -2 | -2 | -13 | i | -4 | 1 | 0.0
Cc1sc2nc(CSc3ccccc3)nc(N3CCC(C(N)=O)CC3)c2c1C | -0.5 | -3 | 2.8 | -6 | 2 | -3 | i | -3 | 1 | 0.4
COCCN(Cc1ccccc1)C(=O)c1cccc(S(=O)(=O)N2CCN(c3ccc(F)cc3)CC2)c1 | -0.5 | -15 | -6.1 | 2 | -8 | -8 | i | -2 | 0 | -0.4
CC(C)N1C(=O)S/C(=C/c2ccccc2OCc2ccc(C(=O)O)cc2)C1=O | 0.0 | 4 | 0.3 | 1 | -20 | -2 | i | 2 | 2 | 1.2
Cc1ccc(S(=O)(=O)NCCC(=O)NNC(=O)COc2ccccc2Cl)cc1C | 0.0 | 3 | 0.0 | 4 | 2 | -8 | i | -2 | 2 | 0.2
CCOC(=O)NNC(=O)NCCCCCCNC(=O)NNC(=O)OCC | 0.2 | 2 | -1.1 | 1 | 3 | 1 | i | -9 | 1 | 0.3
CCOc1ccc(C2CC(=O)NC2=O)cc1 (centres undefined) | -0.8 | 1 | -2.3 | 4 | 1 | -7 | i | -8 | -3 | 0.0
COc1ccc([C@H]2C[C@@H](n3cc(-c4ccc(F)cc4)nn3)[C@H](O)CN2C(=O)c2cccs2)cc1 | -1.2 | 5 | -0.2 | 3 | 0 | . | i | 1 | 3 | -0.2
CC(=O)Nc1cc(-c2ccccc2)cn2c(-c3ccc(F)cc3)cnc12 | -0.2 | -16 | 1.7 | 2 | -7 | . | i | 1 | 1 | 0.6
